14-3-3 Bad inh: disrupts binding of bovine 14-3-3 zeta to phospho-Bad peptide. 220,000 compounds, 0.71% hits. inhibition, % at 21.7 µM. AID 781. TR-FRET 14-3-3zeta/Dy647-pBad peptide displacement, 1 h;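 active means inhibition above about 70%, limit read from the data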;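 further: 0% = full 14-3-3 plus peptide FRET controls and 100% = background without 14-3-3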
Target sequence (P63103 whole entry, looked up): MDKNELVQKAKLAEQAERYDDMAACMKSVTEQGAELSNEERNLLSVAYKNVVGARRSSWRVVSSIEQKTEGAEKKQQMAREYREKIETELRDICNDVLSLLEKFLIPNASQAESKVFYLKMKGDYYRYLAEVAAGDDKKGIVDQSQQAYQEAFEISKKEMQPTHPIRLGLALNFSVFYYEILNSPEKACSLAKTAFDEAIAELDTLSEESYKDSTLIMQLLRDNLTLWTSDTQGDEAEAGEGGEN
NPY Y1 blocker: antagonists of human neuropeptide Y receptor Y1; 200,000 compounds, 1% hits; HEK293-CNG Y1 cells, membrane potential fluorescence; NPY at EC95, then isoproterenol; P25929; inhibition, % at 3.6 µM;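 active means inhibition above the campaign mean inhibition of all tested compounds plus 3 SD, cut at about 20% in these data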;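 further: 0% = DMSO wells given NPY plus isoproterenol and 100% = isoproterenol alone without NPY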
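Test system – HEK293 Y1/CNG channel cell line · Also added – NPY agonist 25 nM, then isoproterenol 1 µM plus Ro 20-1724 25 µM · Compound dosing – one concentration, 3.6 µM, in 0.4% DMSO · Schedule – compound incubation 1 h at room temperature, readout 45 min post-stimulation · Technique – fluorescence, membrane potential probe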
PGE2 EP2 inh: inhibitors of human EP2 prostaglandin E2 receptor; inhibition, % at 25 µM; P43116; 260,000 compounds, 0.52% hits; AID 1422; C6 glioma cells expressing human EP2, cAMP TR-FRET; cells stimulated with saturating PGE2;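 active means percent inhibition above 40 after rounding to a whole number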;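 further: rat C6 glioma host cells with rolipram phosphodiesterase inhibitor present; the protocol text gives 20 µM as final concentration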
NPY-Y1 PAM-ag: potentiators or agonists of human neuropeptide Y receptor Y1. NPY-Y1 expressing cells, potentiator/agonist activation. activation, % at 3.6 µM. 220,000 compounds, 0.37% hits; in the data active means activation above about 33%, passing the limit was not always enough;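 further: cells stimulated with NPY at EC10 then isoproterenol at EC100; 0% = low agonist plus stimulus and 100% = saturating agonist plus stimulus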
TRPML3 agonist: human mucolipin-3 channel agonism; activation, % at 3 µM; HEK293 TRPML3-YFP, Fluo-8 calcium fluorescence; 100% = the carbachol control signal; 220,000 compounds, 0.29% hits; AID 1448;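 active means activation above its plate's cutoff, the mean activation of the plate's test wells plus 3 SD, cut at about 12% in these data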;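 further: 0% = DMSO only wells and 100% = carbachol wells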
Target sequence (Q8TDD5 whole entry, looked up): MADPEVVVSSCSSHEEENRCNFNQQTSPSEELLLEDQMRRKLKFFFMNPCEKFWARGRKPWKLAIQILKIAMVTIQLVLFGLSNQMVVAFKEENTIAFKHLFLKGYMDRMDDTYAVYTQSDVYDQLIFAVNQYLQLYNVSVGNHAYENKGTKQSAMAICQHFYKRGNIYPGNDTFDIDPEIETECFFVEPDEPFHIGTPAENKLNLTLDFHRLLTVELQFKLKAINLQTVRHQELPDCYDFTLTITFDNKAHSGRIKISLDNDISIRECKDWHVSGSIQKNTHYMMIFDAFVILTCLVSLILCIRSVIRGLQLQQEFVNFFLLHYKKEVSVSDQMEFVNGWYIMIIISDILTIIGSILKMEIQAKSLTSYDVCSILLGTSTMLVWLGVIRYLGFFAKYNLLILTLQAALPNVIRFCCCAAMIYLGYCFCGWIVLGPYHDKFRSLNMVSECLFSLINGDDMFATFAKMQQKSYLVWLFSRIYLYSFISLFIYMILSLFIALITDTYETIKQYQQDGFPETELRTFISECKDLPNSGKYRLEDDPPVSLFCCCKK
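Test system: TRPML3-YFP stable HEK293 cells. Doses: single point at 3 µM. Incubation: dye loading 1 h 37 °C then 30 min ambient, 125 s read. Signal: Fluo-8 calcium dye fluorescence, ex 470-495, em 515-575 nm. Measure: percent activation from peak-to-basal fluorescence ratio, scaled between DMSO and carbachol.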
CHOP inhibitor: blocks CHOP induction under ER stress | inhibition, % at 10 µM | 220,000 compounds, 3.8% hits | AID 2732 | CHO-K1 CHOP-promoter luciferase, tunicamycin-induced, 15-18 h;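 active means compounds that reduced the stress-induced luciferase reporter signal by more than about 70% of percent inhibition, limit read from the data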;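 further: 0% = tunicamycin plus vehicle and 100% = wells without tunicamycin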
TRPN1 ag: zebrafish TRPN1 (NompC) channel agonism; HEK293 zebrafish TRPN1-YFP, Fluo-8 calcium fluorescence; 100% = response to 87 µM carbachol; activation, % at 3 µM; 220,000 compounds, 0.18% hits; AID 1424;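 active means activation above its plate's cutoff, the mean activation of test wells on that plate plus 3 SD, cut at about 19% in these data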;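 further: 0% = DMSO alone and 100% = 87 µM carbachol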
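Material: zebrafish TRPN1-YFP in HEK293 cells. Doses: one dose of 3 µM, 0.3% DMSO. Incubation: dye 1 h 37 °C plus 30 min RT. Measured by: intracellular calcium fluorescence with Fluo-8.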
PPC-1+TRAIL kill: compounds killing PPC-1 cancer cells with TRAIL present (potentiator screen, no TRAIL-free arm); cell killing (% activity), % at 4 µM; PPC-1 cells + TRAIL, ATPLite viability luminescence; 220,000 compounds, 0.41% hits;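 active means cell killing above 50% in the first pass at 4 µM, then a duplicate retest at 5 µM averaging 50% or more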;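 further: plate controls were cells with TRAIL plus DMSO for no effect and medium-only wells lacking cells for full effect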
EP2 modulator: modulators of human EP2 prostaglandin E2 receptor; EP2-expressing cells, cAMP HTRF FRET, PGE2 co-stimulation; P43116; 260,000 compounds, 0.83% hits; induction, % at 25 µM;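 active means compounds whose cAMP rise, as percent of the full-agonist control response, exceeds 60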;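 further: rat C6 glioma line stably carrying human EP2 under a CMV promoter; the protocol text gives 20 µM as final concentration; 100% = response of wells given 1 µM PGE2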
* hit, by the source's call; x = no result given; & = joins results of further samples; [ ] = remark or other dose. Only part of the results is shown, so the mix of outcomes need not match the whole.

Start of the listing, in advance (4 entries):
SMILES | 14-3-3 Bad inh | NPY Y1 blocker | PGE2 EP2 inh | NPY-Y1 PAM-ag | TRPML3 agonist | CHOP inhibitor | TRPN1 ag | PPC-1+TRAIL kill | EP2 modulator
O=C(CSc1nnc(-c2cccnc2)n1-c1ccc(F)cc1)NCc1ccc2c(c1)OCO2 | 6 | 1 | 9&12 | -5 | 0.2 | 12 | 0.2 | 20 | 5&5
O=C1CC(N(Cc2ccc3c(c2)OCO3)C(=O)Nc2ccc(F)cc2)C(=O)N1c1ccccc1 (configuration not stated) | 1 | 8 | 7 | 6 | 0.1 | -5 | -0.8 | 21 | -13
COC(=O)c1cccc(NC(=O)c2cnoc2C)c1 | -5 | 1 | 6 | -6 | 0.1 | 27 | 2.7 | 19 | -1
Cc1cc(C)n(-c2nc(Nc3ccccc3C)nc(-n3nc(C)cc3C)n2)n1 | -3 | 3 | 12 | -8 | 0.5 | 99* | 0.2 | -16 | -1

The listing, previewed entries included:
SMILES | 14-3-3 Bad inh | NPY Y1 blocker | PGE2 EP2 inh | NPY-Y1 PAM-ag | TRPML3 agonist | CHOP inhibitor | TRPN1 ag | PPC-1+TRAIL kill | EP2 modulator
O=C(CSc1nnc(-c2cccnc2)n1-c1ccc(F)cc1)NCc1ccc2c(c1)OCO2 | 6 | 1 | 9&12 | -5 | 0.2 | 12 | 0.2 | 20 | 5&5
O=C1CC(N(Cc2ccc3c(c2)OCO3)C(=O)Nc2ccc(F)cc2)C(=O)N1c1ccccc1 (configuration not stated) | 1 | 8 | 7 | 6 | 0.1 | -5 | -0.8 | 21 | -13
COC(=O)c1cccc(NC(=O)c2cnoc2C)c1 | -5 | 1 | 6 | -6 | 0.1 | 27 | 2.7 | 19 | -1
Cc1cc(C)n(-c2nc(Nc3ccccc3C)nc(-n3nc(C)cc3C)n2)n1 | -3 | 3 | 12 | -8 | 0.5 | 99* | 0.2 | -16 | -1
COC(=O)Nc1ccc(Cc2ccncc2)cc1 | -8 | 2 | 8 | 12 | 0.4 | 5 | 0.9 | 6 | 5
COc1cc(SC)ccc1C(=O)Nc1nc(C)cs1 | -20 | 7 | 3 | -22 | 1.6 | 95* | 0.7 | 96*[5 µM] | -14
COCCN1CC(O)=C(c2nc3ccccc3c(=O)[nH]2)C1=N | -5 | 6 | 6&15 | -2 | 0.4 | -7 | 0.8 | -3 | 6&-7
CC(=O)c1ccc(OCCn2cnc3ccccc32)cc1 | 13 | -4 | 8 | -6 | 0.4 | 8 | -0.1 | 22 | -24
COc1ccccc1NC(=S)NC(=O)c1ccc(Cn2cc(Br)cn2)cc1 | 3 | 3 | 4 | -2 | 0.7 | 25 | 1.1 | 23 | -11
CN(CCO)c1nc(N)c2c(N)nc3c(c2c1C#N)CC(=O)N3Cc1cccs1 | -6 | -1 | 5 | 28 | 0.9 | 27 | 0.9 | 13 | -60
CCn1nc(C(=O)Nc2nc3ccc(C)cc3s2)c2ccccc2c1=O | 12 | 8 | 4 | -6 | 1.1 | -72 | -0.5 | -13 | 3
COc1cc(CNCCNCC(C)O)ccc1OCc1ccc(Cl)nc1 (configuration not stated) | 14[fluorescence artefact?] | -2 | 5 | 0 | 0.2 | 26 | 1.0 | 8 | -7
CCN(CC)C(=O)C1CCCN(C/C=C/c2ccccc2)C1 (configuration not stated) | 63 | 2 | 7 | 8 | 0.1 | -9 | 0.5 | -5 | 10
CC(=O)Nc1ccc(S(=O)(=O)Nc2ncccn2)cc1 | -2 | -4 | 4 | 9 | 1.2 | -8 | -1.5 | 4 | 14
CCc1ccccc1NC(=O)CSC1=C(C#N)C(c2ccc(O)c(OC)c2)C2=C(CCCC2=O)N1 (configuration not stated) | -5 | 0 | 15 | 10 | 0.2 | -8 | 0.1 | 1 | -12
Cc1ccc2c(CC(=O)NNC(=O)c3ccccc3)coc2c1 | -1[fluorescence artefact?] | 10 | 11 | 28 | 0.4 | 30 | -0.5 | -13 | -12
COc1ccc2[nH]c3c(c2c1)CN(C)CC3 | -6 | 1 | 8 | 0 | 0.6 | 26 | 0.0 | 16 | -3
Cc1[nH]c(=O)[nH]c(=O)c1NS(=O)(=O)c1ccc2c(c1)CCCC2 | -8 | -1 | -1 | 7 | 0.1 | 57 | -1.0 | 14 | 8
COCCn1nnnc1C(c1cccs1)N1CCN2CCCC2C1 (configuration not stated) | 4 | -5 | 10 | 12 | -0.2 | 18 | 1.7 | 5 | 5
CCCCc1ccc(NC(=O)c2cnccn2)cc1 | -2 | 2 | 7 | 24 | 0.9 | 31 | 0.4 | 21 | -35
COc1ccc(CN2CCNC(=O)C2CC(=O)N(C)Cc2ccon2)cc1OC (configuration not stated) | -15 | 4 | 11 | -15 | 1.0 | 10 | 0.8 | -2 | 8
C=CCn1ncc(OC)c(Cl)c1=O | -1 | 4 | 5 | -9 | 0.1 | 30 | 2.2 | -14 | 31
O=C(OCCN1C(=O)c2ccccc2C1=O)c1ccccc1 | -8 | 8 | 17 | -2 | -0.1 | 30 | -0.7 | 2 | 12
OCCNc1nc(Cl)nc(NCc2ccco2)n1 | 2 | 7 | 5 | 1 | 0.4 | 17 | 1.0 | x | 5
CCOC(=O)c1c(C)oc2ccc(OCC(N)=O)cc12 | -3 | 6 | 11 | 2 | -1.0 | 23 | -0.7 | -10 | -1
SMILES | 14-3-3 Bad inh | NPY Y1 blocker | PGE2 EP2 inh | NPY-Y1 PAM-ag | TRPML3 agonist | CHOP inhibitor | TRPN1 ag | PPC-1+TRAIL kill | EP2 modulator
COc1cc(C(=O)OCC(=O)Nc2ccc(C(C)=O)cc2)ccc1OCC(=O)N1CCOCC1 | -13 | 0 | 6 | 25 | 0.1 | -4 | 0.4 | 35 | -4
Cc1cc(/C=N/NC(=O)c2cccc(N(C)C)c2)c(C)n1-c1cc(C(=O)O)cc(C(=O)O)c1 | 10 | 3 | 9 | 1 | 0.2 | -11 | 1.6 | 2 | 15
O=[N+]([O-])c1cccc2cn[nH]c12 | -2 | 1 | 14&13&7 | 13 | 0.8 | 10&8 | 0.5 | 26 | 18&5&24
Cc1cc2c(cc1C)CSC(c1ccccc1O)SC2 | x | -14 | 4 | 9 | 0.1 | 108* | -1.7 | 38 | 19
O=C(c1ccc(-c2ccccc2)cc1)C1CCCN(C(=O)Cn2cncn2)C1 (configuration not stated) | -6 | -1 | 6 | -8 | 0.9 | 38 | 0.6 | 13 | 7
COc1cccc(Nc2nc3ccccc3nc2NS(=O)(=O)c2cccs2)c1 | 70 | -6 | 8 | 78* | 3.6 | 40 | 5.8 | 11 | -44
CCNC(=O)COC(=O)COc1ccc(Cl)cc1C | -11 | 5 | 9 | -8 | -0.2 | 22 | -0.3 | -5 | 12
Cn1nc(C(F)(F)F)c(C(=O)Nc2ccc(F)cc2)c1Cl | 1 | 1 | 4 | -15 | 0.3 | -14 | -0.5 | 2 | -29
Cc1cccc(C)c1OCc1nnc(SCC(=O)NCCc2ccccc2)o1 | 7 | 14 | 4 | -20 | 0.1 | 9 | 0.6 | 11 | -28
Cc1noc(C)c1S(=O)(=O)N1CCCC(C(=O)NCCc2ccc(Cl)cc2)C1 (configuration not stated) | -4[fluorescence artefact?] | -2 | 20 | -4 | -0.8 | -13 | 0.7 | -18 | -16
COc1cccc(CNc2ccc([N+](=O)[O-])c(NCC(=O)O)n2)c1 | -10 | -5 | 12 | 20 | 1.0 | 5 | 1.5 | 19 | 25
Cc1ccc(C(=O)CSc2nnc(-c3ccccc3)o2)cc1 | 7[fluorescence artefact?] | 14 | 6 | -30 | 0.6 | 40 | 0.5 | -12 | 4
COC(=O)c1sccc1NC(=O)CC1C(=O)NCCN1C(=O)Nc1cc(Cl)ccc1OC (configuration not stated) | 4 | x | 8 | -2 | 1.0 | 4 | 2.7 | 14 | -48
CN1CCc2c(sc3c2c(=O)n(-c2ccccc2)c2nnc(SCc4ccc(Cl)cc4)n32)C1 | -5 | 2 | 25 | -5 | 0.1 | 15 | -1.1 | 5 | 18
CCC(C)(C)NC(=O)CN(C(=O)c1snc(C(N)=O)c1N)c1ccc(OC)c(OC)c1 | -2 | 3 | 13&13 | 11 | -0.1 | 2 | -0.1 | 8 | -33&-11
CCOC(=O)C1=C(c2ccccc2)O/C(=C(/C#N)C(F)(F)F)S1 | -16[fluorescence artefact?] | 32* | -1 | -39 | 0.7 | 97* | 0.0 | 20 | 12
COc1ccccc1NC(=O)CSc1nnc(CNC(=O)COc2ccc(Cl)cc2)o1 | 2 | 2 | 17 | 21 | -0.3 | 15 | 0.3 | 5 | -7
O=c1oc(-c2ccc(Cl)c(Cl)c2)nn1-c1ccc(C(F)(F)F)cn1 | -2 | x | 14 | -22 | 0.4 | 10 | 0.4 | 1 | 16
COc1ccc(N(CC(=O)N2CCc3ccccc3C2)S(C)(=O)=O)cc1 | 0[fluorescence artefact?] | 2 | -3 | -23 | 0.6 | 20 | -1.1 | 4 | -14
CC(C)c1nnc(SCC(=O)NCc2ccc3c(c2)OCO3)n1C | -4[fluorescence artefact?] | -3 | 6 | -15 | 0.4 | -2 | -0.7 | 11 | 24
COc1ccc(NCC(=O)Nc2ccccc2C#N)cc1Cl | 1 | -1 | 21 | -17 | 0.6 | 4 | -0.6 | 14 | -24
CCCc1c(O)c2ccccc2n(-c2ccccc2)c1=O | 5 | 5 | 9 | -7 | 0.6 | 36 | 1.1 | 6 | 32
O=C(CN1CCCCCC1)Nc1ccc(S(=O)(=O)N2CCOCC2)cc1 | -13 | 3 | 22 | 10 | 0.6 | -1 | 2.0 | 16 | 14
Cc1cc(N2CCOCC2)c(F)cc1C(=O)c1ccccc1 | -1 | 3 | 10 | 8 | -0.8 | 32 | -0.7 | 14 | -3
O=C1NCCCc2c1oc1cc(Br)c(O)c(Br)c21 | -10 | 6 | 8 | -5 | 0.4 | 66 | 2.2 | 10 | 2
O=C(CSc1nnc(-c2cccs2)o1)N1CCOCC1 | -10 | 1 | 9 | 17 | 1.3 | -6 | 0.0 | 13 | -7
CCOc1ccc(Br)cc1S(=O)(=O)NCc1ccc(S(N)(=O)=O)cc1 | -4 | 4 | 6 | 16 | 1.1 | 11 | 1.9 | 24 | -18
COc1cc(NS(=O)(=O)c2ccc(NC(=S)NC(=O)/C=C/c3ccco3)cc2)ncn1 | 2 | 2 | 34&35 | -4 | -0.4 | -4 | -2.1 | -3 | -82&-58
O=C(NCc1nc(-c2ccccc2)no1)c1ccc2c(c1)OCO2 | 9 | 22* | 3 | -34 | 0.2 | 0 | -1.8 | 5 | -38

Some of these compounds in order of their number in NPY-Y1 PAM-ag, highest first.
| Compound | NPY-Y1 PAM-ag |
| --- | --- |
| Cc1cc(N2CCOCC2)c(F)cc1C(=O)c1ccccc1 | 8 |
| Cc1noc(C)c1S(=O)(=O)N1CCCC(C(=O)NCCc2ccc(Cl)cc2)C1 (configuration not stated) | -4 |
| CCCc1c(O)c2ccccc2n(-c2ccccc2)c1=O | -7 |

Screens: PubChem, several laboratories
